Screening results (PubChem BioAssay)
Nrf2 block: Nrf2 pathway inhibition; hit rate 2.1% among 360,000; Potency, µM (doses to about 46 µM), without a hit: at the highest dose activity change, negative = inhibition, usual class: inhibitors; AID 504444; A549 ARE-Fluc reporter, luciferase luminescence, 18-24 h; note: potency is the fitted concentration of half-maximal effect; % is set by controls: 0 for no effect and ±100 for the full control effect; nearly all actives have a fitted effect of over 60% in size
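A549 ARE_Fluc cells (5000/well, 5% FBS OPTI-MEM) pre-incubated 2 h, then treated with compounds 18-24 h at 37C/5% CO2 in concentration-response. CellTiter-Fluor viability read first; BugLite luciferase luminescence after 15 min at room temperature gives Nrf2 activity.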
MmCpn inh: M. maripaludis TRiC chaperonin inhibition; purified Mm-Cpn ATPase, ADP Transcreener TR-FRET; Potency, µM (doses to about 76.9 µM), inactives show top-dose activity, negative = inhibition, most hits filed as inhibitors; hit rate 0.031% among 330,000; AID 504842; note: potency is the fitted concentration of half-maximal effect; % is set by controls: 0 for no effect and ±100 for the full control effect; nearly all actives have a fitted effect of over 80% in size
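ATP (10 uM final) was added to archaeal chaperonin (25 nM final) after 10 min exposure to test compound at 37°C; after 30 min further incubation, ADP was detected by competitive TR-FRET.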
Nrf2 ARE act: Nrf2 pathway activation; Potency, µM (top dose mostly 46.1 µM), for inactives: top-dose activation, actives largely listed as activators; hit rate 0.31% among 410,000; AREc32 ARE-luciferase reporter (MCF7-derived line), luminescence, 24 h; note: potency is the fitted concentration of half-maximal effect; % of control where 0% means no effect; nearly all actives have a fitted effect of over 65% in size
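Each well held 1000 AREc32 cells, which were incubated with compound for 24 hr at 37 deg C after overnight attachment, and ARE reporter activity was quantified by firefly luciferase luminescence.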
CCT chaperon mod: cytosolic chaperonin activity modulation | AID 651819 | purified chaperonin ATPase assay, HTRF ADP detection, 30 min | activity change, % (no concentration beside the values), hits read low | hit rate 0.3% among 360,000; in the data active = activity change below about -30%; note: % is set by controls: 0 for no effect and ±100 for the full control effect
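Enzyme 40 or 20 nM (batch-dependent) in Tris pH 7.4/KCl/MgCl2/DTT; cpd 76 uM single point; ATP 10 uM; 30 min 37 °C; Transcreener ADP HTRF detection, 30 min RT; ratio 665/615.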
S2 tox: cell viability loss in ATXN counter-screen | S2 cells (HEK-293 line with an ATXN2-luciferase reporter) viability, CellTiter-Fluor protease fluorescence, 24 h | Potency, µM (highest dose often 56.7 µM), most hits filed as cytotoxic | hit rate 0.49% among 400,000; note: potency is the fitted concentration of half-maximal effect; nearly all actives have a fitted effect of over 40% in size
pAkt inh: Akt phosphorylation inhibition | Neuro2A IGF-stimulated pAkt S473 HTRF, 20 min; active compounds read low | activity change, % for hits at 50 µM | hit rate 0.32% among 360,000 | AID 651550; in the data active = activity change below about -80%; inconclusive = mostly about -51% to -80%; note: % is set by controls: 0 for no effect and ±100 for the full control effect
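Neuro2A cells (4,500/well, DMEM with 0.5% FBS) were treated with compound at a single 50 µM final concentration, stimulated with 6 nM IGF for 20 min at 37 °C, and lysed. Phospho-Akt Ser473 was read by HTRF as 665/615 ratio ×10^4.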
TGFb inhibitor: TGF-b pathway inhibition | HepG2 CAGA-GFP TGF-b/SMAD3 reporter, GFP fluorescence, 18 h; TGF-beta stimulated, 500 pg/mL final | Potency, µM (titrated, usually from 46.1 µM), for inactives: at the top dose activity, negative = inhibition, hits mostly inhibitors | hit rate 1.2% among 410,000 | AID 588855; note: potency is the fitted concentration of half-maximal effect; % is set by controls: 0 for no effect and ±100 for the full control effect; nearly all actives have a fitted effect of over 65% in size
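HEPG2 CAGA-GFP cells (1000/well, DMEM with 1% FBS) were pre-incubated 2 h at 37 degrees C, given compound by pin tool, then stimulated with TGF-beta at 500 pg/mL final for 18 h before per-cell GFP fluorescence imaging.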
A549 viability: counter-screen for Nrf2 inhibitors: cytotoxicity in A549 cells; A549 ARE-Fluc cells, CellTiter-Fluor viability, 18-24 h; Potency, µM (doses to about 46 µM), for inactives: at the top dose activity change, negative = cytotoxicity, usual class: inhibitors; hit rate 0.16% among 390,000; note: potency is the fitted concentration of half-maximal effect; % is set by controls: 0 for no effect and ±100 for the full control effect
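Cytotoxicity counterscreen: CellTiter-Fluor fluorescence was measured in A549 ARE_Fluc cells after 18-24 h of compound exposure in a concentration series. The subsequent BugLite luminescent read reports ARE-luciferase activity.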
HepG2 tox: HepG2 cytotoxicity, counter-screen for TGF-b inhibitors. HepG2 CAGA-GFP viability, ATP luminescence, 18 h. Potency, µM (series often up to 46.1 µM), for inactives: at the highest dose activity change, negative = cytotoxicity, most hits filed as cytotoxic. hit rate 0.76% among 410,000; note: potency is the fitted concentration of half-maximal effect; some results filed as inactive show a strong effect at the top dose
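HepG2 CAGA-GFP cells (1000/well, DMEM with 1% FBS) received compound, then TGF-beta at 500 pg/mL final, and were incubated 18 hours at 37 degrees C. Viability was read by CellTiter-Glo luminescence. Media-only wells were set as complete cell-killing and DMSO as no toxicity.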
* hit, by the source's call; [ ] = remark or other dose. Unless noted, calls come from the whole dose curve; as a rule, active = well fitted curve in the direction sought with a large enough effect; inconclusive = small, poorly fitted or top-dose-only effect, or another doubt; inactive = no such curve, though single readings can be large; an effect the other way counts as inactive or inconclusive. Compounds were not picked by outcome. About 4.4% of those tested had a hit in this group.

Results for CC1CCCN(c2c([N+](=O)[O-])c(=O)oc3ccccc23)C1 (stereo unspecified) ?
Nrf2 block: -1%; MmCpn inh: -1%; Nrf2 ARE act: -0.5%; CCT chaperon mod: 0.7; S2 tox: inactive; pAkt inh: inactive; TGFb inhibitor: 29%; A549 viability: -18%; HepG2 tox: 2%

What do the screens show for `O=c1[nH]ncc(N2CCCCC2)c1Cl`?
Nrf2 block: 17%; MmCpn inh: 1%; Nrf2 ARE act: -0.5%; CCT chaperon mod: -1.2; S2 tox: inactive; pAkt inh: inactive; TGFb inhibitor: -7%; A549 viability: -5%; HepG2 tox: 1%

What do the screens show for `COc1ccc(CNC(=O)C2CCCN2S(=O)(=O)c2ccc(Cl)cc2)cc1` (stereo unspecified)?
Nrf2 block: -7%; MmCpn inh: 2%; Nrf2 ARE act: -0.1%; CCT chaperon mod: -0.6; S2 tox: inactive; pAkt inh: inactive; TGFb inhibitor: -10%; A549 viability: -4%; HepG2 tox: 3%

What do the screens show for `Cc1cc(C)c(S(=O)(=O)N2CCN(c3ccc([N+](=O)[O-])c(-n4nc(C)cc4C)c3)CC2)c(C)c1`?
Nrf2 block: -3%; MmCpn inh: 1%; Nrf2 ARE act: -0.9%; CCT chaperon mod: 0.4; S2 tox: inactive; pAkt inh: inactive; TGFb inhibitor: -4%; A549 viability: -5%; HepG2 tox: 10%

How did CC(C)[C@@H]1CC[C@@H](C)C[C@H]1OC(=O)C[n+]1cc(-c2ccc(Cl)cc2)n2c1CCCCC2 do in these assays?
Nrf2 block: inconclusive; MmCpn inh: 2%; Nrf2 ARE act: -1.8%; CCT chaperon mod: -2.6; S2 tox: inconclusive; pAkt inh: inactive; TGFb inhibitor: inconclusive; A549 viability: -13%; HepG2 tox: -187%

What do the screens show for `Nc1nc(SCC(=O)NCCCO)nc2sc3c(c12)CCC3`?
Nrf2 block: -15%; MmCpn inh: 2%; Nrf2 ARE act: 2.8%; CCT chaperon mod: 0.3; S2 tox: inactive; TGFb inhibitor: -2%; A549 viability: -3%; HepG2 tox: 0%

What do the screens show for `Cc1ccccc1OCC(=O)Nc1ccc2c(c1)OCCO2`?
Nrf2 block: inconclusive; MmCpn inh: 1%; Nrf2 ARE act: 3.2%; CCT chaperon mod: -1.9; S2 tox: inactive; pAkt inh: inactive; TGFb inhibitor: 7%; A549 viability: 16%; HepG2 tox: 11%

What do the screens show for `CCOC(=O)C1=CCN(S(C)(=O)=O)C1c1ccc(C)cc1` (stereo unspecified)?
Nrf2 ARE act: -1.5%; CCT chaperon mod: 0.5; S2 tox: inactive; pAkt inh: inactive; TGFb inhibitor: inconclusive; HepG2 tox: -12%

Results for COc1ccccc1C(=O)ON=C1c2ccccc2-c2ccccc21 ?
Nrf2 block: -16%; MmCpn inh: 0%; Nrf2 ARE act: 2.3%; CCT chaperon mod: 0.9; S2 tox: inactive; pAkt inh: inactive; TGFb inhibitor: inconclusive; A549 viability: 11%; HepG2 tox: 1%

Results for O=C(Cn1nc(Cc2cccnc2)c2ccccc2c1=O)N1CCN(c2ccccn2)CC1 ?
Nrf2 block: -12%; MmCpn inh: 0%; Nrf2 ARE act: 0.0%; CCT chaperon mod: -0.7; S2 tox: inactive; pAkt inh: inactive; TGFb inhibitor: -2%; A549 viability: -4%; HepG2 tox: -1%

How did COc1ccc(CCN(C)C(=O)CN2C(=O)NC3(CCCc4ccccc43)C2=O)cc1OC (stereo unspecified) do in these assays?
Nrf2 block: inconclusive; MmCpn inh: -2%; Nrf2 ARE act: 0.9%; CCT chaperon mod: -0.2; S2 tox: inactive; pAkt inh: inactive; TGFb inhibitor: -5%; A549 viability: 4%; HepG2 tox: -62%

How did Clc1ccc(CSc2nnc(-c3c[nH]c4ccccc34)o2)cc1 do in these assays?
Nrf2 block: inconclusive; MmCpn inh: 1%; Nrf2 ARE act: 4.8%; CCT chaperon mod: 0.4; S2 tox: inactive; pAkt inh: inactive; TGFb inhibitor: 16µM*; A549 viability: 12%; HepG2 tox: -69%

Results for O=C(N/C(=C\c1cccc([N+](=O)[O-])c1)C(=O)N1CCOCC1)c1ccco1 ?
Nrf2 block: inconclusive; MmCpn inh: -1%; Nrf2 ARE act: 0.5%; CCT chaperon mod: 0.2; S2 tox: inactive; pAkt inh: inactive; TGFb inhibitor: 6%; A549 viability: -8%; HepG2 tox: 3%

Results for CCCCc1ccc(NC(=S)N2CCN(c3ncccn3)CC2)cc1 ?
Nrf2 block: -16%; MmCpn inh: -8%; Nrf2 ARE act: 0.7%; CCT chaperon mod: 3.7; S2 tox: inconclusive; pAkt inh: inactive; TGFb inhibitor: -22%; A549 viability: -2%; HepG2 tox: -27%

Results for CC(C)c1cc(C(N)=O)c(NC(=O)c2cccc(COc3ccc(Br)cc3)c2)s1 ?
Nrf2 block: inconclusive; MmCpn inh: inconclusive; Nrf2 ARE act: -0.3%; CCT chaperon mod: -0.8; S2 tox: inactive; pAkt inh: inactive; TGFb inhibitor: -4%; A549 viability: -28%; HepG2 tox: -14%

How did COc1ccc(CCNC(=O)Cc2ccc(NC(=O)N3CCSc4ncccc43)cc2)cc1OC do in these assays?
Nrf2 block: -16%; Nrf2 ARE act: -0.2%; TGFb inhibitor: 0%; A549 viability: 2%; HepG2 tox: -3%

Results for Cc1ccccc1NC(=S)N(CCCN1CCOCC1)Cc1cccs1 ?
Nrf2 block: 1%; MmCpn inh: 0%; Nrf2 ARE act: -0.6%; CCT chaperon mod: -1.7; S2 tox: inactive; pAkt inh: inactive; TGFb inhibitor: 11%; A549 viability: 2%; HepG2 tox: -3%

Results for CC1OC(Oc2c(-c3cc(O)c(O)c(O)c3)oc3cc(O)cc(O)c3c2=O)C(O)C(O)C1O (stereo unspecified) ?
Nrf2 block: 2%; MmCpn inh: -3%; Nrf2 ARE act: 3.5%; CCT chaperon mod: -0.6; S2 tox: inactive; pAkt inh: inactive; TGFb inhibitor: 4%; A549 viability: -12%; HepG2 tox: 0%

Results for O=C(OCC12CC3CC(CC(C3)C1)C2)c1ccc(NCc2cc(O)ccc2O)cc1 ?
Nrf2 block: inconclusive; Nrf2 ARE act: inconclusive; CCT chaperon mod: -0.9; S2 tox: 13µM*; pAkt inh: inactive; TGFb inhibitor: inconclusive; A549 viability: inconclusive; HepG2 tox: 11µM*

What do the screens show for `O=[N+]([O-])c1ncn(Cc2c(Cl)cccc2Cl)n1`?
Nrf2 block: inconclusive; MmCpn inh: -1%; Nrf2 ARE act: -1.8%; CCT chaperon mod: -0.8; S2 tox: inactive; pAkt inh: inactive; TGFb inhibitor: -2%; A549 viability: -3%; HepG2 tox: -7%

What do the screens show for `CC(=O)Nc1cccc(N(C)S(C)(=O)=O)c1`?
Nrf2 block: 6%; MmCpn inh: -3%; Nrf2 ARE act: -0.1%; CCT chaperon mod: -2.6; S2 tox: inactive; pAkt inh: inactive; TGFb inhibitor: 27%; A549 viability: -2%; HepG2 tox: 0%

Results for O=S(=O)(NCc1cccnc1)c1cccc2cccnc12 ?
Nrf2 block: 9%; MmCpn inh: 0%; Nrf2 ARE act: 0.3%; CCT chaperon mod: -3.3; S2 tox: inactive; pAkt inh: inactive; TGFb inhibitor: -4%; A549 viability: -3%; HepG2 tox: -18%

What do the screens show for `O=C(O)CC1(CC(=O)NCc2cccc(Cl)c2)CCCCC1`?
Nrf2 block: 13%; MmCpn inh: -1%; Nrf2 ARE act: -0.3%; CCT chaperon mod: -1.3; S2 tox: inactive; pAkt inh: inactive; TGFb inhibitor: 74%[activator]; A549 viability: 2%; HepG2 tox: -1%

Results for Cc1ccc(-c2nc3cc(NC(=O)C(C)C)ccc3o2)cc1 ?
Nrf2 block: inconclusive; MmCpn inh: 0%; Nrf2 ARE act: 2.8%; CCT chaperon mod: -2.2; S2 tox: inactive; pAkt inh: inactive; TGFb inhibitor: -19%; A549 viability: -5%; HepG2 tox: 2%

What do the screens show for `COc1ccc(S(=O)(=O)N2CCOCC2)c2ccccc12`?
Nrf2 block: 4%; MmCpn inh: 3%; Nrf2 ARE act: 4.5%; CCT chaperon mod: 3.1; S2 tox: inactive; pAkt inh: inactive; TGFb inhibitor: -16%; A549 viability: 0%; HepG2 tox: -5%

What do the screens show for `Cc1ccc(S(=O)(=O)N[C@H](C(=O)OCC(=O)NC(=O)c2cccn2C)C(C)C)cc1`?
Nrf2 block: inconclusive; Nrf2 ARE act: 3.0%; CCT chaperon mod: -1.0; S2 tox: inactive; pAkt inh: inactive; TGFb inhibitor: 12%; A549 viability: 20%; HepG2 tox: 4%

Results for COc1ccc(C(=O)NNS(=O)(=O)c2ccccc2)cc1OC ?
Nrf2 block: 0%; MmCpn inh: -3%; Nrf2 ARE act: -0.9%; CCT chaperon mod: -3.1; S2 tox: inactive; pAkt inh: inactive; TGFb inhibitor: 17%; A549 viability: 4%; HepG2 tox: -13%

Results for CN(C)CCn1c(=O)n(-c2ccc(F)cc2)c(=O)c2c3c(sc21)CCCCC3 ?
Nrf2 block: 6%; MmCpn inh: -2%; Nrf2 ARE act: -0.1%; CCT chaperon mod: -0.1; S2 tox: inactive; pAkt inh: inactive; TGFb inhibitor: 4%; A549 viability: -2%; HepG2 tox: 3%

What do the screens show for `COc1ccc(C2=NN(S(C)(=O)=O)C(c3cccs3)C2)cc1` (stereo unspecified)?
Nrf2 block: inconclusive; MmCpn inh: 1%; Nrf2 ARE act: 2.8%; CCT chaperon mod: -0.1; S2 tox: inactive; pAkt inh: inactive; TGFb inhibitor: 9%; A549 viability: 7%; HepG2 tox: 7%
